Screening results deposited in PubChem BioAssay by Sanford-Burnham Center for Chemical Genomics.
APJ antagonist = APJ receptor antagonism. inhibition, % at 20 µM. P35414. CHO-K1 APJ beta-arrestin complementation, luminescence. 330,000 tested, 0.32% active. AID 2521;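 active = inhibition above about 40% at 20 µM, limit read from the data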;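 also: cells challenged with 10 nM apelin-13 agonist together with compound; plate controls were apelin-13 plus DMSO wells for no effect and DMSO wells lacking apelin-13 for full effect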
CXCR6 inh = inhibitors of human CXCR6 receptor. CHO-K1 PathHunter CXCR6 beta-arrestin, luminescence. inhibition, % at 20 µM. 360,000 tested, 0.36% active; in the data active = inhibition above about 34%, passing the limit was not always enough;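 also: antagonist mode with CXCL16 agonist at 10 nM final; 0% = 10 nM CXCL16 with DMSO and 100% = unstimulated wells without agonist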
EBI2 block = blocks human EBI2 receptor beta-arrestin signaling | EBI2 beta-arrestin recruitment, luminescence, 7a,25-OHC stimulated | inhibition, % at 5 µM | 360,000 tested, 0.81% active | AID 651636; in the data active = inhibition above about 38%;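 also: enzyme fragment complementation signal reports receptor beta-arrestin coupling in cells; 0% = agonist plus DMSO wells and 100% = wells without agonist; some results beyond the cut were filed as inactive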
Target sequence (P32249 whole entry, looked up, the tested form may be a part): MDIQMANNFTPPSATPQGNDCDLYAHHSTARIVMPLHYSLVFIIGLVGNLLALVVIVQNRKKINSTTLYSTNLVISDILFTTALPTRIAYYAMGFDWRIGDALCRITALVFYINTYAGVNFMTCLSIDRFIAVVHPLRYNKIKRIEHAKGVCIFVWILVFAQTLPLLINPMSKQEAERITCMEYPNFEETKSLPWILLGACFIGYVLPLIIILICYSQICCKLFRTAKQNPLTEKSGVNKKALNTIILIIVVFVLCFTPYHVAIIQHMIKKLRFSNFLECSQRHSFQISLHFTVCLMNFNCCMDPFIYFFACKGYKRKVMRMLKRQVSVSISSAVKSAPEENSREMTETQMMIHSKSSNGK
CCR6 antagonist = blocks CCL20-driven beta-arrestin recruitment at human CCR6; P51684; CHO-K1 CCR6 PathHunter beta-arrestin, luminescence, CCL20-stimulated; inhibition, % at 20 µM; 340,000 tested, 0.49% active; AID 493098;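 active = compounds whose inhibition of the agonist-driven luminescence signal at 20 µM reaches about 50%, limit read from the data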;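 also: cells stimulated with CCL20 at 14 nM final; plate controls were DMSO with CCL20 for no effect and DMSO without agonist for full effect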
Target sequence (P51684 whole entry, looked up): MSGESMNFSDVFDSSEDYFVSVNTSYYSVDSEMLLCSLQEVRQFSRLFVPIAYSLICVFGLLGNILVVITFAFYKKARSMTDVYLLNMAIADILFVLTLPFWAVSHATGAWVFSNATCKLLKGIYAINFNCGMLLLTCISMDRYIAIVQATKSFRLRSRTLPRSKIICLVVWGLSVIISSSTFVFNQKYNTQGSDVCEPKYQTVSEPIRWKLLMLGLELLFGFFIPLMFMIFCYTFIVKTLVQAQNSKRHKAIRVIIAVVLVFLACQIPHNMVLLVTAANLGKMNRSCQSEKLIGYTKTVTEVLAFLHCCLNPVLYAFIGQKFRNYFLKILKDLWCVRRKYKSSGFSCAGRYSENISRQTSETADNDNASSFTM
UBC13 inh = blocks human UBC13 polyubiquitin chain formation | P61088 | TR-FRET | inhibition, % at 20 µM | 330,000 tested, 0.47% active; in the data active = inhibition above about 45%, passing the limit was not always enough
Target sequence (P61088 whole entry, looked up): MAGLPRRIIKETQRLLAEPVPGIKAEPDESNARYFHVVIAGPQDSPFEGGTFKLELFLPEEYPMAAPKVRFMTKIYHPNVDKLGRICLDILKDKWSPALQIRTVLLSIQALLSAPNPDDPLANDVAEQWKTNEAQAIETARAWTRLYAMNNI
697 NFkB inh = inhibitors of the PMA/ionomycin-induced NF-kB reporter in 697 B cells; 697 B-cell NF-kB luciferase reporter, 16 h; 330,000 tested, 0.33% active; AID 435022; inhibition, % at 4 µM; in the data active = inhibition above about 35%
Gli-Sufu antag = antagonists of Gli-Sufu signaling | 340,000 tested, 0.74% active | inhibition, % at 5 µM | Sufu-KO-LIGHT fibroblasts, Gli luciferase reporter luminescence;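 active = inhibition above about 55%, limit read from the data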;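 also: 0% = DMSO-treated cells and 100% = wells with medium but no cells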
Jurkat NFkB inh = inhibitors of the PMA/ionomycin-induced NF-kB reporter in Jurkat cells | PMA/ionomycin-induced NF-kB luciferase reporter, luminescence | inhibition, % at 4 µM | 330,000 tested, 0.53% active | AID 435003; in the data active = inhibition above about 50%
Active calls of the source: *; . = no result given; & = joins results of further samples.

Order of results – APJ antagonist | CXCR6 inh | EBI2 block | CCR6 antagonist | UBC13 inh | 697 NFkB inh | Gli-Sufu antag | Jurkat NFkB inh
1. CC(OC(=O)c1cc(=O)[nH]c2ccccc12)C(=O)Nc1ccccc1F (stereo unspecified)
 : 8 | -4 | -13 | 2 | 6 | -10 | 3 | -2
2. Cc1ccc(C=Nc2ccccc2C(=O)Nc2ccccc2)cc1
 : -7 | -3 | -9 | 8 | 16 | 2 | -16 | -34
3. CCOC(=O)C1=C(c2ccccc2)NC(=S)NC1c1ccc(Cl)c([N+](=O)[O-])c1 (stereo unspecified)
 : -1 | . | . | . | -16 | -13 | . | -19
4. Nc1c([N+](=O)[O-])cc(-c2cnc[nH]2)cc1[N+](=O)[O-]
 : -55 | -10 | 3 | -1 | -137 | 13 | -5 | 12
5. CCn1c(=O)cc(SCC(=O)N2CCN(c3ccccc3F)CC2)c2ccccc21
 : 6 | 2 | -8 | 16 | 4 | -18 | 9 | 3
6. C=CCn1c(-c2ccc(C)cc2)nc2ccccc21
 : -2 | 1 | -11 | 14 | 3 | 15 | -5 | -11
7. COc1ccc(CNc2nc(-c3ccccc3)nn2C(=O)c2ccc([N+](=O)[O-])cc2)cc1
 : -5 | -13 | -12 | 6 | -4 | -22 | -36 | -25
8. CSC1=NC(C)(C)CC2(C)Nc3ccccc3N12 (stereo unspecified)
 : -18 | -6 | -1 | 8 | -15 | 7 | 0 | 7
9. Cc1cc(C)c2c(CC(=O)N(CCC#N)Cc3cccnc3)coc2c1
 : 4 | -1 | -9 | 12 | 6 | 9 | -11 | 10
10. CN(C)c1ccc(C2C=C(c3ccc(Cl)cc3OC(F)F)Nc3ncnn32)cc1 (stereo unspecified)
 : -11 | 8 | 16 | 7 | 8 | 2 | -7 | 61*
11. NNS(=O)(=O)c1ccc(Sc2ccccn2)c([N+](=O)[O-])c1
 : 14 | 2 | -10 | 13 | 1 | 7 | 1 | -14
12. Cc1ccc(NC(=O)CCC(=O)c2ccccc2)cc1
 : . | -19 | 6 | 12 | . | . | -1 | .
13. CCOC(=O)C1CCCN(CCC(=O)Nc2ccc3c(c2)CCC3)C1 (stereo unspecified)
 : -11 | 4 | 28 | -1 | -3 | -14 | 6 | 2
14. CCN(Cc1ccccc1)C(=O)C1CCC(CNc2c(N3CCOCC3)c(=O)c2=O)CC1 (stereo unspecified)
 : -14 | -3 | 0 | 1 | -12 | 2 | -2 | -22
15. O=C(O)C(O)c1ccccc1 (stereo unspecified)
 : 10&8 | -4&4 | -1&5 | -12&17 | 6&-7 | 15&-14 | -8&-3 | 15&-3
16. CC(Sc1nnc(Cc2cccs2)n1C1CCCCC1)C(=O)NCc1ccco1 (stereo unspecified)
 : -1 | -2 | 5 | 8 | -6 | -28 | -9 | -1
17. O=C(NCc1ccco1)c1cc2n(n1)C(C(F)(F)F)CC(c1ccc(Br)cc1)N2 (stereo unspecified)
 : -16 | -9 | 5 | 2 | 8 | 12 | -4 | 3
18. COc1ccc(CC(=O)OCC(=O)N(CC(C)C)c2c(N)n(Cc3ccccc3)c(=O)[nH]c2=O)cc1
 : 5 | 11 | 3 | 12 | 0 | 19 | -23 | -13
19. O=C(O)CCCCCNC(=O)CSc1nnc(-c2ccco2)n1-c1ccccc1
 : -13 | 4 | -4 | -9 | 0 | 7 | -9 | 11
20. CC(=O)OCC1=C(C(=O)O)N2C(=O)[C@@H](NC(=O)Cc3ccccc3)[C@H]2SC1
 : . | 4 | 2 | -3 | . | . | 7 | .
21. Cc1cc([N+](=O)[O-])ccc1NC(=S)NC(=O)C(c1ccccc1)c1ccccc1
 : 42* | 35 | 19 | 53* | 2 | -1 | 0 | -8
22. O=c1ccc(S(=O)(=O)N2CCC(Cc3ccccc3)CC2)c[nH]1
 : -25 | -8 | -2 | -9 | 1 | -22 | 6 | 3
23. CCOC(=O)c1ccc(Nc2nc(=O)c3cccnc3s2)cc1
 : -12 | 0 | 12 | 10 | -14 | -133 | -64 | -118
24. CCc1cccc(CC)c1NC(=S)N1CCn2cccc2C1c1cccnc1 (stereo unspecified)
 : -12 | -6 | 10 | -1 | 4 | -2 | -18 | 7
25. COc1ccc(OC)c(-c2cc(C(=O)NCCCn3ccnc3)no2)c1
 : 14 | -6 | -4 | 1 | 15 | -5 | 1 | -12
26. Cc1cc(C)n(CCNS(=O)(=O)c2ccccc2)n1
 : -1 | -5 | 5 | 5 | -5 | -1 | -28 | -15
27. O=C(NNc1ccc(O)cc1)c1ccc(Br)cc1
 : 86* | 70* | 59* | 101* | -23 | 3 | 49 | 16
28. O=C(CSC(=S)N1CCCC1)N1CCN(S(=O)(=O)c2cccc(F)c2)CC1
 : 4 | -4 | -2 | 17 | -4 | -9 | -14 | -10
29. Clc1ccc(-c2ccn[nH]2)cc1
 : -22 | -8 | -4 | -2 | 14 | -5 | -12 | -11
30. Cn1c(=O)n(C)c2cc(NC(=O)c3ccccc3NS(C)(=O)=O)ccc21
 : 0 | -2 | -4 | 4 | -5 | 2 | 1 | -14
31. S=C(Nc1ccc(N2CCOCC2)cc1)Nc1ccc2nc(-c3ccco3)c(-c3ccco3)nc2c1
 : -24 | 9 | 9 | 27 | 32 | 18 | 1 | -7
32. Cc1cccc(NC(=O)c2cnc3sccn3c2=O)c1
 : -23 | 5 | 2 | 3 | -11 | -125 | -69 | -117
33. C/C(=N/NS(=O)(=O)c1ccc(C)cc1)c1cccc(NC(=O)c2cccc(Cl)c2)c1
 : 7 | 9 | -3 | 9 | -7 | -8 | 5 | -4
34. COC(=O)Nc1nncs1
 : 16 | -6 | -9 | -5 | -3 | 6 | 12 | 16
35. COc1ccc(C(=O)NCC(=O)N/N=C/C=C/c2ccccc2)cc1OC
 : 7 | -2 | 19 | 5 | -14 | 19 | -7 | 9
36. O=C(CC1SC(N2CCOCC2)=NC1=O)Nc1ccc(F)cc1 (stereo unspecified)
 : -1 | 2 | -5 | 3 | 2 | 11 | -5 | -5
37. CCC(=O)NNc1ccc(Br)cc1
 : 11 | 5 | -13 | 11 | 3 | 18 | -1 | 16
38. CC1(C)CC(=O)C(C(C#Cc2ccccc2)C2=C(O)CC(C)(C)CC2=O)=C(O)C1
 : -11 | -7 | -3 | 3 | -6 | 0 | -16 | -33
39. CCc1ccc2[nH]c(=O)c(-c3ccccc3)c(O)c2c1
 : -20 | -19 | 3 | -4 | 5 | 6 | 6 | 4
40. CC(=O)c1cccc(NC(=S)NNC(=O)c2ccco2)c1
 : 8 | 2 | -7 | 4 | -5 | 2 | 0 | 6
41. OCC1OC(n2ccc3c(SCc4ccccc4)ncnc32)C(O)C1O (stereo unspecified)
 : . | -3 | 2 | -1 | . | . | -18 | .
42. CC1CN(C2CCN(S(=O)(=O)c3ccccc3)CC2)CC(C)O1 (stereo unspecified)
 : 4 | 2 | -11 | -30 | 6 | 5 | -2 | 8
43. CCOc1ccc(-n2cc(C(=O)Nc3cccc(C)n3)c3cc(OC)c(OC)cc3c2=O)cc1
 : 10 | 5 | -3 | 4 | 6 | 23 | 7 | -4
44. CCOc1ccc(NC(=S)NNc2ccnc3cc(Cl)ccc23)cc1
 : -3 | 3 | 17 | 13 | -17 | 4 | 56* | -12
45. Cc1ccc2[nH]c3c(=O)n(CC(=O)NCCCN4CCN(c5ccc(F)cc5)CC4)ncc3c2c1
 : 38 | -2 | -6 | 16 | -1 | -2 | -9 | 3
46. CN1C(=O)C2C(c3ccc(N(C)C)cc3)=NN(Cc3ccccc3)C2C1=O (stereo unspecified)
 : 14 | -4 | 27 | 21 | -2 | 1 | 4 | -19
47. N#CC(c1ccc(Cl)nn1)c1ccccc1Cl (stereo unspecified)
 : -45 | 8 | 11 | 7 | 10 | -6 | 13 | 17
48. CC[C@@]1(c2ccccc2)C(=O)N(C(=O)OC)N1C(=O)OC
 : 20 | 6 | 4 | 21 | -7 | 10 | -7 | -2
49. CCNC(=O)Nc1ccccc1C(=O)OC
 : 8 | 1 | 1 | 4 | 6 | 12 | 1 | 13
50. COc1ccccc1NS(=O)(=O)c1cc(NC(=O)CCC2CCCC2)ccc1N1CCOCC1
 : -4 | 3 | 14 | 11 | -11 | 6 | 6 | 4
51. CCN(CC)CCCNC(=O)C1c2cc(OC)c(OC)cc2C(=O)N(C)C1c1cccnc1 (stereo unspecified)
 : -28 | -10 | 5 | 9 | -4 | -6 | 2 | -22
52. O=S(=O)(c1ccc2nc(Cc3ccccc3)[nH]c2c1)N1CCOCC1
 : -5 | -4 | 3 | 0 | -3 | -4 | -2 | -24
53. COc1ccc(C)cc1NC(=O)Nc1ccccc1
 : 11 | -1 | 5 | -20 | 7 | 16 | 5 | 9
54. Cc1ccc(-c2noc(CSc3nnc(Cc4ccccc4)n3-c3cccc(C)c3)n2)cc1
 : -5 | 7 | 13 | 33 | 19 | -13 | 0 | 7
55. O=c1[nH]c(/C=C/c2ccccn2)nc2ccccc12
 : -4 | 3 | -16 | 1 | -1 | -52 | -40 | -68
56. CCCCC1CC(/C(C)=N/NC(N)=O)OC1=O (stereo unspecified)
 : 12 | -2 | -8 | 5 | 1 | 10 | -6 | 4
57. C#CCOC(=O)c1cc(Cl)c(=O)n(Cc2ccc(Cl)cc2Cl)c1
 : -4 | 3 | 16 | 8 | 6 | -10 | 8 | 11
58. CCOC(=O)C(=O)NCC(c1cccs1)S(=O)(=O)c1ccc(C)cc1 (stereo unspecified)
 : -58 | 7 | -3 | 6 | -5 | -24 | 0 | 8
59. O=C(CSc1nccn(-c2ccc(F)c(F)c2)c1=O)NC1CCCC1
 : 13 | -5 | -22 | 8 | 1 | -20 | -4 | 3
60. Cc1ccc(-n2c(SCc3ccc([N+](=O)[O-])cc3)nc3ccccc3c2=O)cc1
 : 14 | 5 | 1 | -3 | 4 | 7 | 8 | 9

Next part; the last four above are carried over.
Order of results – APJ antagonist | CXCR6 inh | EBI2 block | CCR6 antagonist | UBC13 inh | 697 NFkB inh | Gli-Sufu antag | Jurkat NFkB inh
57. C#CCOC(=O)c1cc(Cl)c(=O)n(Cc2ccc(Cl)cc2Cl)c1
 : -4 | 3 | 16 | 8 | 6 | -10 | 8 | 11
58. CCOC(=O)C(=O)NCC(c1cccs1)S(=O)(=O)c1ccc(C)cc1 (stereo unspecified)
 : -58 | 7 | -3 | 6 | -5 | -24 | 0 | 8
59. O=C(CSc1nccn(-c2ccc(F)c(F)c2)c1=O)NC1CCCC1
 : 13 | -5 | -22 | 8 | 1 | -20 | -4 | 3
60. Cc1ccc(-n2c(SCc3ccc([N+](=O)[O-])cc3)nc3ccccc3c2=O)cc1
 : 14 | 5 | 1 | -3 | 4 | 7 | 8 | 9
61. N#CCC(=O)NCCCc1ccccc1
 : -20 | 0 | -6 | 14 | -14 | 3 | -9 | 9
62. COC(=O)C1CCN(CC(N)=O)CC1
 : -18 | -10 | -6 | 16 | 0 | 9 | 1 | -9
63. CCCCn1c(N)c(N(CCOC)C(=O)c2cccc(S(=O)(=O)N(CC)c3ccccc3)c2)c(=O)[nH]c1=O
 : 20 | 1 | 6 | 4 | -3 | 1 | -11 | 14
64. CC(C)(C)C(=O)Nc1ccc(-c2csnn2)cc1
 : 10 | -4 | -10 | 6 | -2 | -56 | -29 | -30
65. COc1cc(OC)c(S(=O)(=O)Nc2ccc(C)cn2)cc1NC(C)=O
 : -3 | -18 | -5 | 16 | -20 | -19 | 2 | 5
66. CCOC(=O)c1ccccc1NC(=O)C=C(C)C
 : 4 | -5 | 4 | 25 | -2 | 14 | -31 | -5
67. Oc1ccc(-c2nc3ccccc3s2)cc1
 : -3 | -10 | -7 | -3 | 7 | -190 | -73 | -149
68. CCOC(=O)N1CCC(NCCNC(=O)c2ccccc2Cl)CC1
 : 13 | -6 | -9 | 15 | 7 | 5 | 5 | -3
69. O=C(OCc1ccc([N+](=O)[O-])cc1)c1cc(=O)c2ccccc2o1
 : 9 | -2 | -4 | 13 | -6 | -30 | -5 | -3
70. CCCCCOc1ccc(Br)cc1/C(C)=N/NC1=NCCN1
 : 0 | -4 | -26 | 21 | 58* | -23 | 38 | 63*
71. Clc1ccccc1-c1ccc2ncnc(NCc3ccc4c(c3)OCO4)c2c1
 : -11 | 6 | -2 | 8 | -8 | -23 | -5 | 0
72. CC(=O)c1cccc(NC(=O)C2=CC(c3cccs3)=NS(=O)(=O)N2C)c1
 : -4 | 3 | 1 | 8 | -2 | 7 | -6 | 15
